Assay outcomes as filed in PubChem.
PhoP inhibition: inhibitors of PhoP regulon expression, primary screen, Salmonella Typhimurium, GFP reporter (AID 1863). S. Typhimurium PhoP-regulated promoter GFP reporter, 4 h; higher % means a stronger effect. inhibition, % at 50 µM, or IC50 in µM where a hit was titrated. 0.16% of 300,000 active;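 active = inhibition over 29.93%, a cutoff 3 SD above the screen mean, later confirmed by dose response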;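 note: 0% = low Mg2+ inducing control and 100% = high Mg2+ repressing control; strong numbers were not always called active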
KOR beta-arrestin-1: KOR agonists, beta-arrestin recruitment, primary screen, cell-based, luminescence, uHTS (AID 1777). one-dose activation, % at 10 µM; EC50 in µM for titrated hits. KOR beta-arrestin recruitment, luminescence; higher % means a stronger effect. 0.02% of 280,000 active; in the data active = activation above about 50%, passing the limit was not always enough; note: a part of the inactive calls stands beside numbers as strong as those of hits
GPR55 activation: GPR55 agonists via beta-arrestin recruitment, primary screen, imaging, U2OS cells, beta-arrestin-GFP redistribution (AID 1961) | U2OS GPR55 beta-arrestin-GFP redistribution imaging; higher % means a stronger effect | activation, % at 10 µM; hits with a dose series show EC50 in µM | 0.048% of 290,000 active;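 active = activation above 40% with more than 50 cells counted in the well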;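 note: U2OS osteosarcoma cells stably expressing GPR55 and beta-arrestin-GFP; plate controls were DMSO negative control for no effect and LPI positive control for full effect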
NTR1 ag: NTR1-driven beta-arrestin-GFP spot formation – imaging, U2OS cells, high content, primary screen (AID 493036); agonist mode; activation, % at 20 µM; P30989; 0.17% of 330,000 active;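 active = activation at or above 40% of the spot to cytoplasm intensity ratio, with at least 20 cells analyzed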;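 note: 0% = DMSO without peptide and 100% = 100 nM NTR1 peptide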
Target sequence (P30989 whole entry, looked up): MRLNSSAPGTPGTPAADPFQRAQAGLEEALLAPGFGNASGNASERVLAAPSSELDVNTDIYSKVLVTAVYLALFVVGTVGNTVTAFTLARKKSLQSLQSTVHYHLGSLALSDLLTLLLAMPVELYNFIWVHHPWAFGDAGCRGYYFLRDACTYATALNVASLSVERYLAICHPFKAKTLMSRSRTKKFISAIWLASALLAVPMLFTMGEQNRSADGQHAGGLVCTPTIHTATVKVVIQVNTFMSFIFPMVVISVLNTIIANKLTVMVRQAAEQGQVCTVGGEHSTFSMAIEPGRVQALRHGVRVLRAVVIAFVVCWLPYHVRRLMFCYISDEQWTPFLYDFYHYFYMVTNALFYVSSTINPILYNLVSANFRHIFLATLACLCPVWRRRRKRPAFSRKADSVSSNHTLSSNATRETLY
GPR35 arrestin U2OS: inhibition of zaprinast-stimulated GPR35 beta-arrestin translocation – imaging, U2OS, beta-arrestin-GFP, zaprinast agonist, primary screen (AID 2058) | U2OS GPR35 beta-arrestin-GFP translocation imaging, zaprinast antagonism; higher % means a stronger effect | inhibition, % at 10 µM, or IC50 in µM where a hit was titrated | 0.052% of 290,000 active;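 active = inhibition of at least 50% with at least 30 cells and total cytoplasm GFP at most 10,000,000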
T cell modulator: T cell immune modulators affecting CD8 T cell-vesicle binding; 2C CD8+ T cell-vesicle binding, flow cytometry; stronger effect = lower value; calls only at 7 µM; 0.068% of 330,000 active; AID 2052;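 active = response, share of CD8 T cells binding vesicles, and their 90th percentile fluorescence all below set limits, cut at about 80% in these data, passing the limit was not always enough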
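Read-out – percent CD8+ FL2 mean versus row control · System – murine 2C transgenic CD8+ T lymphocytes · Times – 1.5 h cell–vesicle binding at 37 °C, then 20 min icy labelling · Control set – naked vesicles low, QL9 vesicles with vehicle high · Detection – cytometric PE anti-B7-1 and Alexa647 anti-CD8 signals after 1% paraformaldehyde fixation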
KOR beta-arrestin-2: kappa opioid receptor blockers – cell-based, luminescence, uHTS (AID 1778). KOR beta-arrestin recruitment, luminescence, antagonist mode; higher % means a stronger effect. inhibition, % at 10 µM, or IC50 in µM where a hit was titrated. 0.091% of 290,000 active; in the data active = inhibition above about 50%; note: strong numbers were not always called active
GPR55 antagonists: GPR55 antagonists blocking LPI-driven arrestin recruitment, primary screen, imaging, U2OS, beta-arrestin-GFP, LPI agonist (AID 2013). U2OS GPR55 beta-arrestin-GFP translocation imaging, LPI antagonism; higher % means a stronger effect. one-dose inhibition, % at 10 µM; IC50 in µM for titrated hits. 0.13% of 290,000 active;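 active = spots per cell inhibited over 60%, with over 100 cells counted and total cytoplasm intensity under 500,000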;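 note: U2OS cells stably carrying GPR55 and arrestin-GFP stimulated by 5 µM LPI near EC80; imaged beta-arrestin-GFP aggregate spots per cell after agonist stimulation; plate controls were LPI-stimulated DMSO wells for no effect and DMSO wells without LPI for full effect; some results filed as inactive read as strong as hits; confirmed hits need IC50 under 10 µM and bright autofluorescent wells are also inconclusive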
West Nile virus CPE: West Nile virus antiviral activity, cell-based, CPE readout (AID 1621). 0.02% of 290,000 active. CPE inhibition, % at 10 µM; hits with a dose series show IC50 in µM. West Nile virus-infected cells, CPE inhibition; higher % means a stronger effect; in the data active = a potency from the dose series; note: strong numbers were not always called active
T cell modulator vesicle-bound %: also measured in T cell modulator; calls as there; double positive events, %; measured here: CD8+ vesicle-bound cell fraction;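 binding gate set so that unloaded-vesicle control wells show 10% double positive cells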
NTR1 ag cell count 20 µM: second read-out of NTR1 ag, no call of its own (marks repeat the call); cell count; measured here: cell count, cytotoxicity flag
* marks the source's active call; other numbers are inactive results; i = inactive; . = no result given; [ ] = another dose, or the depositor's remark.

SMILES	PhoP inhibition	KOR beta-arrestin-1	GPR55 activation	NTR1 ag	NTR1 ag cell count 20 µM	GPR35 arrestin U2OS	T cell modulator	T cell modulator vesicle-bound %	KOR beta-arrestin-2	GPR55 antagonists	West Nile virus CPE
CC1CCCN(Cc2nc3c(c(=O)n(C)c(=O)n3C)n2CCc2ccccc2)C1 (stereo unspecified)	6%	-3.7%	-0.2%	4.1	41	3%	i	49	4%	-3%	-0.6%
CCOc1cc(C2CC(=O)NC3=C2C(=O)C(C(=O)OC)C(C)C3)cc(Br)c1O (stereo unspecified)	2%	1.0%	-0.1%	-0.4	67	-4%	i	47	11%	-5%	0.3%
CCc1ccc(S(=O)(=O)Nc2ccc(Br)cn2)cc1	-5%	0.3%	-0.3%	0.9	53	21%	i	66	-30%[20 µM]	-5%	-0.1%
O=C(CSc1nc(-c2cccs2)cc(C(F)(F)F)n1)NCc1ccccc1	-8%	2.9%	0.2%	2.6	66	3%	i	50	16%	3%	-0.7%
CSc1nc(N2CCN(C)CC2)c2c(c1C#N)CC(C)(C)OC2	-8%	5.4%	-0.1%	1.2	35	12%	i	39	-9%	0%	0.2%
S=C1N(c2ccccc2)C(c2ccccc2)N2CCCN12 (stereo unspecified)	0%	1.0%	-0.1%	-0.9	82	16%	i	48	-5%	-3%	0.3%
O=C(COC(=O)CNC(=O)c1cccc([N+](=O)[O-])c1)Nc1cccc(S(=O)(=O)N2CCCC2)c1	11%	-4.4%	-0.4%	3.3	74	10%	i	32	16%	5%	-0.3%
Cc1ccc(-c2nnc(SCC(=O)N3CCCc4ccccc43)n2N)cc1	30%	-9.7%	-0.3%	-1.3	62	14%	i	34	-65%	5%	-0.3%
COc1cccc(-c2nc(C(N)=O)c3[nH]c(=O)n(-c4ccccc4)c3n2)c1OC	-9%	-0.8%	-0.1%	5.8	60	-7%	i	42	-6%	10%	0.2%
O=C(COC(=O)c1ccc2c(c1)OCO2)NCc1ccc2c(c1)OCO2	7%	-5.0%	0.2%	-2.8	92	11%	i	36	12%	33%	-0.1%
CCOc1ccc(C(=O)c2cnc3ccccc3c2N2CCN(CC)CC2)cc1	-1%	-5.6%	0.2%	-0.3	55	0%	i	65	19%	14%	-0.3%
O=C(CSc1ncc(-c2ccccc2)[nH]1)Nc1ccccc1F	2%	7.0%	-0.6%	0.7	48	-19%	i	37	-38%	-8%	-0.9%
NC(=O)c1c(NC(NC(=O)c2ccco2)(C(F)(F)F)C(F)(F)F)sc2c1CCCC2	-5%	-3.0%	-0.1%	0.4	86	17%	i	44	-19%	-70%	-0.3%
COc1ccccc1C(=O)Nc1ccc2c(c1)nc1n2CCN(C2CCCCC2)C1	-1%	.	0.5%	2.4	64	-7%	i	36	.	10%	0.3%
CN(C)S(=O)(=O)N1CCN(CC(=O)Nc2cc(Cl)ccc2Cl)CC1	2%	-3.3%	0.6%	-0.1	53	-1%	i	23	29%	0%	-0.9%
Cc1nc2sc(C(=O)OC(C)C)c(N)c2c(C)c1C	-9%	-0.7%	0.2%	0.1	76	-6%	i	35	-39%	-3%	0.5%
COc1ccc(N2Cc3ccc(OC)c(OC)c3C2=O)cc1	5%	-5.3%	-0.1%	-1.5	90	4%	i	23	37%	-2%	-0.4%
COc1cc(/C=C/c2nc3ccccc3c(=O)[nH]2)cc(Cl)c1O	-2%	3.6%	-0.1%	-0.3	63	1%	i	29	-64%	12%	-0.9%
O=C(C1CC1)N1CCc2[nH]c3ccccc3c2C1	4%	-4.2%	0.8%	1.0	96	15%	i	33	-22%	6%	0.4%
Cc1ccc(S(=O)(=O)N2CCOC2CNC(=O)C(=O)NCCN(C)C)cc1 (stereo unspecified)	-3%	-4.3%	0.0%	-1.3	52	1%	i	22	17%	2%	1.3%
CC(C)NC(=S)NC(=O)/C=C/c1cccc2ccccc12	8%	0.7%	-0.1%	0.7	43	10%	i	30	-15%	1%	-0.8%
Cc1cc(NS(=O)(=O)c2ccccc2)c(C)c(Cl)c1O	-16%	-3.3%	-0.2%	-1.0	83	16%	i	59	-11%	9%	-2.5%
O=C(Cc1ccccc1)Nc1ccc(NC(=O)c2ccccc2)c(Cl)c1	4%	-4.5%	-0.1%	2.3	60	-2%	i	55	-6%[20 µM]	-4%	-1.5%
C[C@H](c1ccccc1)n1nnc(COCc2ccccc2)c1C#CCOCc1ccccc1	1%	0.9%	-0.1%	4.2	51	-1%	i	25	7%	0%	-0.2%
O=Cc1ccccc1OS(=O)(=O)c1ccccc1	-2%	-2.5%	-0.5%	.	.	-10%	i	55	16%	5%	1.4%
COc1cc(C(=S)N2CCOCC2)ccc1OC(=O)c1cc(OC)c(OC)c(OC)c1	-1%	-0.7%	-0.1%	2.3	81	6%	i	19	16%	7%	-0.1%
CCOc1ccc(C(=O)NC(=S)NC2CCCC2)cc1[N+](=O)[O-]	-12%	5.6%	0.2%	3.6	51	-4%	i	11	-2%	9%	-1.8%
O=C(COc1ccc(S(=O)(=O)NCc2ccccc2)cc1)N1CCOCC1	0%	-5.4%	-0.4%	-0.2	59	10%	i	36	1%	-4%	-0.3%
COc1cc2cc(C)c(SCC(=O)N3CCN(C(=O)c4ccco4)CC3)nc2cc1OC	-2%	-1.9%	-1.5%	1.8	53	-8%	i	23	11%	-2%	-0.1%
CCCNC(=O)Nc1nccs1	-1%	-2.4%	0.0%	-0.7	82	2%	i	52	-4%	-20%	0.0%

Sorted by the number under West Nile virus CPE (smallest number first): 5 from the list above
| smiles | West Nile virus CPE |
| --- | --- |
| Cc1cc(NS(=O)(=O)c2ccccc2)c(C)c(Cl)c1O | -2.5% |
| COc1cc(/C=C/c2nc3ccccc3c(=O)[nH]2)cc(Cl)c1O | -0.9% |
| CCCNC(=O)Nc1nccs1 | 0.0% |
| Cc1nc2sc(C(=O)OC(C)C)c(N)c2c(C)c1C | 0.5% |
| Cc1ccc(S(=O)(=O)N2CCOC2CNC(=O)C(=O)NCCN(C)C)cc1 (stereo unspecified) | 1.3% |

Back to the main list; the two compounds before the break are reprinted first.
SMILES	PhoP inhibition	KOR beta-arrestin-1	GPR55 activation	NTR1 ag	NTR1 ag cell count 20 µM	GPR35 arrestin U2OS	T cell modulator	T cell modulator vesicle-bound %	KOR beta-arrestin-2	GPR55 antagonists	West Nile virus CPE
COc1cc2cc(C)c(SCC(=O)N3CCN(C(=O)c4ccco4)CC3)nc2cc1OC	-2%	-1.9%	-1.5%	1.8	53	-8%	i	23	11%	-2%	-0.1%
CCCNC(=O)Nc1nccs1	-1%	-2.4%	0.0%	-0.7	82	2%	i	52	-4%	-20%	0.0%
COc1ccc(/C=N/NC(=O)c2ccccc2O)cc1Cn1cc([N+](=O)[O-])cn1	-6%	-3.7%	-0.2%	1.9	55	5%	i	24	-27%	-12%	0.1%
CCc1ccc(-c2c(C)sc(NC(C)=O)c2C(N)=O)cc1	0%	3.2%	-0.1%	0.4	74	-1%	i	48	-8%	1%	0.7%
Cn1c(SCC(=O)Nc2ccc(Br)cc2)nc(O)cc1=O	-3%	-3.3%	-0.1%	-0.3	53	20%	i	21	8%	14%	-0.1%
O=C(NC1CCCC1)C(c1ccncc1)N(C(=O)c1csnn1)c1ccc(F)cc1 (stereo unspecified)	-2%	-1.2%	-0.1%	-1.5	50	-6%	i	16	-10%	-5%	-0.1%
CC(C)(C)c1ccc(C(=O)NNC(=O)Cc2cccc3ccccc23)cc1	-1%	-7.5%	0.6%	1.2	59	2%	i	31	18%	3%	-0.9%
COc1ccc(OC)c(/C=N\NC(=O)CSc2nnc(CCCc3ccc(OC)c(C)c3)o2)c1	1%	9.5%	-0.2%	11	28	-11%	i	46	1%	-6%	0.0%
Cc1ccsc1/C=N/Nc1nc(Cl)c(Cl)cc1Cl	10%	-1.4%	0.3%	1.5	60	3%	i	6	9%	.	-0.2%
CC(=O)N1CCN(c2nnnn2-c2ccccc2)CC1	-5%	-6.9%	-0.1%	-1.1	33	-10%	i	24	-8%	-10%	-0.2%
Cc1nn(CC(=O)Nc2ccc3c(c2)nc2n3CCOC2)c(=O)c2ccccc12	-4%	6.6%	0.3%	0.2	82	14%	i	9	6%	2%	-0.3%
CCOc1ccc(S(=O)(=O)N2CCC(C(=O)N3CCOCC3)CC2)cc1Cl	-4%	6.0%	0.0%	1.5	60	1%	i	18	-33%	-15%	-0.9%
Cc1coc(C)c1C(=O)CC1(O)C(=O)N(C)c2ccc(Cl)cc21 (stereo unspecified)	-1%	1.5%	-0.1%	-1.0	91	-6%	i	51	-65%[20 µM]	-4%	0.8%
CCOC(=O)C(CC(=O)O)NCc1ccco1 (stereo unspecified)	-3%	5.2%	-0.1%	0.8	56	-14%	i	39	1%	8%	0.5%
O=C(NCCN1CCOCC1)C(=O)NCC1OCCCN1S(=O)(=O)c1cc(F)ccc1F (stereo unspecified)	-2%	-2.3%	-0.2%	0.1	84	-6%	i	6	5%	23%	-0.2%
CCOC(=O)C1CCCN(C(=O)c2ccc3nc(-c4cccc(OC)c4)oc3c2)C1 (stereo unspecified)	0%	4.7%	-0.1%	0.8	48	-2%	i	65	-48%	-20%	-0.2%
COCC(C)NCc1cccc([N+](=O)[O-])c1 (stereo unspecified)	-4%	0.6%	0.3%	-0.9	53	9%	.	.	-6%	7%	-0.6%
Cc1ccc(S(=O)(=O)c2ccc(Cl)cc2)cc1S(=O)(=O)N(C)CC(=O)O	7%	0.9%	-0.2%	-1.3	50	-3%	i	41	-13%	16%	0.4%
Cc1cc(C)nc(CCNC(=O)c2cc(COc3ccc(F)cc3Cl)on2)n1	.	.	0.3%	-0.2	47	1%	i	52	-40%[20 µM]	4%	-1.6%
COCc1cc(C)nc(OCC(=O)N/N=C/c2ccco2)c1C#N	-3%	0.4%	-0.1%	0.1	44	2%	i	28	-24%	5%	0.3%
